# Source: PubChem BioAssay (several laboratories)
# NSD2 HMT inh = NSD2 (human) methyltransferase inhibition | inhibition, % at 12.5 µM | NSD2 peptide methylation, AlphaScreen, 120 min | O96028 | 310,000 compounds, 0.54% hits; in the data active = inhibition above about 50%
# CAL PDZ FP-1 = blocks peptide binding to human CAL PDZ domain. Q9HD26. purified CAL PDZ, TMR-peptide fluorescence polarization, 1 h. inhibition, % at 20 µM. 330,000 compounds, 0.02% hits. AID 504414;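 active = highest replicate inhibition of at least 40%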;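 note: plate controls were DMSO neutral control wells for no effect and unlabeled competitor peptide control wells for full effect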
#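 Material – purified CerCALP PDZ construct · Detection – FP readout, S and P plane fluorescence · Measure – percent inhibition from loss of millipolarization · Controls – unlabelled peptide for full inhibition, DMSO wells as neutral · Probe or stimulus – TMR-labelled reporter peptide T*-PRC34 bound in PDZ groove · Times – 1 h at RT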
# RTF Ca sens inh = cardiac RTF calcium desensitization. 340,000 compounds, 0.12% hits. IANBD-labeled cardiac RTF, Ca2+ fluorescence. P19429+P45379. inhibition, % at 7.15 µM;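 active = inhibition above the mean inhibition of all tested compounds plus 3 SD, cut at about 17% in these data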;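 note: assay run at fixed EC70 calcium of 1.6 mM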
# Pemphigus Ab inh = human desmoglein-3 autoantibody binding inhibition. P32926. DSG3-coupled beads, scFv-anti-DSG3-GFP binding, flow cytometry; active compounds read low. binding (percent of control), % at 10 µM. 310,000 compounds, 0.48% hits. AID 588358;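 active = binding more than 3 SD below its plate's average and above zero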;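 note: hits lower antibody fragment binding to DSG3; some compounds called inactive have numbers as strong as hits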
# Arr AP2 block = blocks beta-arrestin peptide binding to AP2 adaptin; FITC-arrestin peptide / GST-AP2 beads, flow cytometry; AP2 beta2 appendage carries R879A mutation; inhibition, % at 10 µM; 340,000 compounds, 0.31% hits;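 active = inhibition above a set limit, near 3 SD of compounds lacking own fluorescence, cut at about 54% in these data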;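 note: plate controls were DMSO wells for no effect and 5 µM unlabelled arrestin peptide for full effect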
#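 System: GST-AP2 R879A bound to glutathione beads, E. coli-expressed. Also added: 50 nM FITC-arrestin peptide. Schedule: compound with beads 12 min RT, then probe 1 h RT. Signal: bead flow cytometry, FITC channel. Read-out basis: percent response.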
# Keap1-Nrf2 PPI = disrupts human Keap1 binding to Nrf2 peptide. inhibition, % at 9.4 µM. Q14145. 340,000 compounds, 0.15% hits. Keap1 Kelch-Nrf2 peptide fluorescence polarization, 1536-well; in the data active = inhibition above about 12%;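 note: human Keap1 Kelch domain with fluorescein labeled Nrf2 9mer peptide probe; 0% = neutral control wells and 100% = peptide positive control; higher means more block of Keap1 binding to Nrf2 peptide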
# DAGLB inhibitor = diacylglycerol lipase beta (human) inhibition. HEK293T DAGLB membrane lysate, EnzChek fluorogenic substrate. inhibition, % at 5.17 µM. 340,000 compounds, 0.059% hits; in the data active = inhibition above about 34%;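 note: 0% = enzyme with vehicle and 100% = wells lacking enzyme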
# Target sequence (Q8NCG7 whole entry, looked up): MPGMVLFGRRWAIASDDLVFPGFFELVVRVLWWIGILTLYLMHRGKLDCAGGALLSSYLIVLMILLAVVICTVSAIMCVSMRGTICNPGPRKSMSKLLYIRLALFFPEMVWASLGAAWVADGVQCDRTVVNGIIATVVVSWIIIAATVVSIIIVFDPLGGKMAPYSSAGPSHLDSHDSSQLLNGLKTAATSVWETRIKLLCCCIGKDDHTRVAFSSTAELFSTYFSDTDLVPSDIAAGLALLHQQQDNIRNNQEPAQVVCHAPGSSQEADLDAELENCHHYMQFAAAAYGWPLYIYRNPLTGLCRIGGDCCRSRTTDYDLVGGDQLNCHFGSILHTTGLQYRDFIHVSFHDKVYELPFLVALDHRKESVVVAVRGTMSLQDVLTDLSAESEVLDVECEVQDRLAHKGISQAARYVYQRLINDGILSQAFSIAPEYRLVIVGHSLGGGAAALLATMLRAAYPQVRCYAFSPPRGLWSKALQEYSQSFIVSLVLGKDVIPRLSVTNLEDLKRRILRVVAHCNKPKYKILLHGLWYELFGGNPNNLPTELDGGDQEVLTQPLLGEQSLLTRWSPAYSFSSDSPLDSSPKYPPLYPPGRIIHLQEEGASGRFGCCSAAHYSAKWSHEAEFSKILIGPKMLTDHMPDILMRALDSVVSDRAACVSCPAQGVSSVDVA
# LANA DNA inh = KSHV C-LANA DNA binding inhibition; 340,000 compounds, 0.078% hits; MBP-C-LANA/FAM-LBS DNA binding, fluorescence polarization; inhibition, % at 9 µM;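 active = highest replicate inhibition at or above 60% at 9 µM, even if other replicates fall short; inactive = all replicates below 60% inhibition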;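 note: 0% = neutral control wells and 100% = 4 µM acridine orange control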
# CAL PDZ FP-2 = blocks peptide binding to the human CAL PDZ domain; Q9HD26; purified CAL PDZ, TMR-peptide fluorescence polarization, 1 h; inhibition, % at 24.9 µM; 300,000 compounds, 0.92% hits; AID 602252;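 active = mean inhibition of at least 30% with at least half of replicates also reaching 30%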;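 note: 0% = DMSO neutral control and 100% = excess unlabeled competitor peptide PRC23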
# V-ATPase pHluor = alters yeast V-ATPase proton transport; response, % at 10 µM; AID 504577; 350,000 compounds, 0.37% hits; S. cerevisiae, pHLuorin cytosolic pH fluorescence; in the data active = response mostly above about 7.3%, no sharp cut-off; inactive = mostly below about 5.4%; note: actives read high; inactives centre near 0; some compounds called inactive have numbers as strong as hits
# Numbers without * were called inactive; / = not tested or not shown. An excerpt; rates above refer to the full screens.
# Sample of the layout (3 entries):
SMILES,NSD2 HMT inh,CAL PDZ FP-1,RTF Ca sens inh,Pemphigus Ab inh,Arr AP2 block,Keap1-Nrf2 PPI,DAGLB inhibitor,LANA DNA inh,CAL PDZ FP-2,V-ATPase pHluor
Cc1ccc(C2C(C#N)=C(N)SC(N)=C2C#N)cc1,2,-4.6,-68,/,3,-66,-6,-4.6,-8,1
Cc1ccc(Cn2cccc2/C=N/NC(=S)Nc2ccc(C)cc2)cc1,-3,-0.5,16,/,23,-1,-2,0.3,4,0
Cc1ccc(OCCC(=O)OC(C)C(=O)Nc2c(C)n(C)n(-c3ccccc3)c2=O)cc1 (centres undefined),-2,1.3,14,99,21,2,-2,2.9,-2,3

# The list itself, previewed entries included:
SMILES,NSD2 HMT inh,CAL PDZ FP-1,RTF Ca sens inh,Pemphigus Ab inh,Arr AP2 block,Keap1-Nrf2 PPI,DAGLB inhibitor,LANA DNA inh,CAL PDZ FP-2,V-ATPase pHluor
Cc1ccc(C2C(C#N)=C(N)SC(N)=C2C#N)cc1,2,-4.6,-68,/,3,-66,-6,-4.6,-8,1
Cc1ccc(Cn2cccc2/C=N/NC(=S)Nc2ccc(C)cc2)cc1,-3,-0.5,16,/,23,-1,-2,0.3,4,0
Cc1ccc(OCCC(=O)OC(C)C(=O)Nc2c(C)n(C)n(-c3ccccc3)c2=O)cc1 (centres undefined),-2,1.3,14,99,21,2,-2,2.9,-2,3
COCCNc1cc(C)c(C#N)c2nc3ccccc3n12,7,-4.5,-13,109,-1,-1,-1,-0.4,2,1
O=C(NCCCn1ccnc1)c1ccccc1NS(=O)(=O)c1ccc(F)c(F)c1,1,-0.2,-7,100,-1,-3,-1,1.4,-7,3
CCN(CC)CCCNc1cc2n(c(=O)n1)CCc1cc(OC)c(OC)cc1-2,34,/,1,112,8,-5,-1,-1.5,-4,0
Cc1ccc(NC(=O)COC(=O)CCNS(=O)(=O)c2c(Cl)cccc2Cl)cc1,0,-0.5,-1,103,-2,6,-3,2.1,/,-1
CCOC(=O)Nc1ccc([N+](=O)[O-])cc1C,5,0.4,3,106,6,-3,0,0.0,-1,2
COc1cccc(C2C(C#N)=C(N)OC3=C2C(=O)CC(c2ccco2)C3)c1OCc1ccc(F)cc1 (centres undefined),5,/,3,87,6,-3,3,-0.4,-3,-4
O=C(O)CSc1ncnc2c1sc1nc(-c3ccccc3)c3c(c12)CCC3,2,-9.6,-2,98,26,-10,0,0.5,-16,-4
Cc1oc(-c2cccs2)nc1CSCC(=O)NC1CC1,-1,-2.2,-7,102,3,-8,0,2.4,4,-1
CCOC(=O)c1c(NC(=O)c2cccc(N3C(=O)CCC3=O)c2)sc2c1CCN(CC)C2,25,-2.5,-3,106,-13,-6,1,-4.6,-1,-3
Cc1cccc(NC(=O)CSc2nnc(CN3CCOCC3)n2C)c1C,-2,-1.0,-11,97,25,-3,-15,-0.6,/,-5
CCOc1ccc(S(=O)(=O)N2CCOCC2)cc1NC(=O)CSCc1c(C)noc1C,5,-2.7,-12,104,2,-7,1,0.8,-4,-3
CN1CCN(C(=O)c2ccc(COc3ccc(C(C)(C)C)cc3)o2)CC1,2,-0.6,1,107,-6,-4,-4,0.3,-3,1
O=C(C1=C[C@H](c2coc3ccccc3c2=O)C[C@H](OCc2ccc(CO)cc2)O1)N1CCN(Cc2ccc3c(c2)OCO3)CC1,/,-0.7,3,96,-4,-3,0,2.5,-2,6
CCOC(=O)c1ccc(-c2ccc(-c3cc(=O)oc4cc(OC)c(OC)c(OC)c34)cc2)cc1,/,0.7,-2,94,-7,-4,-2,1.3,-2,1
Cc1nc2nc(N)nn2c(C)c1C/C=C/c1ccccc1,-1,-0.5,-10,96,-14,1,3,1.5,-1,-3
N=c1sccn1CC(=O)Nc1ccc(SC(F)F)cc1,-1,0.8,-5,114,29,-5,0,0.7,-4,0
Cc1ccc(S(=O)(=O)n2[nH]c(=O)cc2N)cc1,/,0.5,-5,104,6,-2,0,1.4,1,0
CCN(CC)S(=O)(=O)c1ccc(C(=O)NCCN(C)C)cc1,-2,0.2,-8,109,11,-4,-1,0.2,1,0
Cc1ccc(N2C(=O)NC(C(F)(F)F)(C(F)(F)F)C3=C2CC(C)(C)CC3=O)cc1,-2,-2.3,1,114,-3,1,4,-2.4,-2,1
Cc1ccc(N(O)C(=O)NCCCCNC(=O)N(O)c2ccc(C)cc2)cc1,-1,-0.8,-5,94,-7,0,-1,1.7,-2,-4
C[C@H](CO)N1C[C@H](C)[C@@H](CN(C)CC2CCCCC2)Oc2c(NS(=O)(=O)c3ccc(F)cc3)cccc2C1=O,/,-0.8,-8,101,3,-5,3,1.7,-2,-6
Cc1cccc(C(=O)N2CCN=C2SCc2ccc([N+](=O)[O-])cc2)c1,1,-0.2,-11,112,1,-5,-2,0.4,13,-2
Cc1ccc(C(=O)c2ccccc2C(=O)OCC(=O)N2CC(C)CC(C)C2)cc1 (centres undefined),-1,-1.3,-4,/,1,-3,-5,-1.5,0,-1
O=C(c1ccc2c(c1)OCO2)C1CCCN(Cc2cn[nH]c2-c2ccccc2)C1 (centres undefined),2,-1.9,-9,108,-5,-2,2,0.3,0,0
CCN1CCN(C(CNS(=O)(=O)c2ccc(Br)cc2)c2cccnc2)CC1 (centres undefined),3,-1.7,6,/,0,-7,2,-0.7,1,3
O=C(CSc1ncnc2c1oc1ccccc12)Nc1cccc(Cl)c1,-1,-0.6,-9,109,8,0,-2,-0.1,/,5
O=C1C2C3C=CC(CC3)C2C(=O)N1c1ccccc1 (centres undefined),-3,0.7,2,107,28,-1,-3,1.7,2,2
C=CCC(NCc1ccccc1)c1ccco1 (centres undefined),1,-1.7,-4,93,33,1,0,-6.9,/,/
CC(C)(C)c1ccc(NC(=O)C2=CC=CN3CCS(=O)(=O)N=C23)cc1,1,-1.9,-1,99,-4,-5,0,0.1,-4,-3
O=C1CN=C(Nc2ccccc2Cl)N1Cc1ccc2c(c1)OCO2,-15,-3.7,0,104,14,-6,-2,20,-3,4
CCSC1=C(C#N)C(c2ccccc2C)CC(=O)N1 (centres undefined),0,-3.1,-7,100,1,-5,0,-0.3,0,-4
O=C(c1ccccc1)N1CCN(C(=O)c2nn3c(C(F)(F)F)cc(-c4ccco4)nc3c2Cl)CC1,1,-2.9,-4,87,-6,-1,2,1.6,0,1
CCN(CC)S(=O)(=O)c1cccc(C(=O)Nc2sc3c(c2C(N)=O)CCCC3)c1,1,/,-1,98,-5,0,-2,0.8,-6,6
CCOC(=O)C1CCCN(C(=O)c2ccc(NS(=O)(=O)c3ccc4[nH]c(=O)[nH]c4c3)cc2)C1 (centres undefined),0,-2.9,1,109,-6,-6,-1,-0.5,-2,1
Cc1cc(C(=O)NCC(=O)Nc2c(C)cccc2C)c2ccccc2n1,4,1.2,-1,/,21,1,0,0.6,-9,-2
CCC1CCCCN1c1nc(-c2cccc(OC)c2O)nc2ccccc12 (centres undefined),2,-2.2,-4,95,17,-5,-9,1.4,/,-3
CC1=CC(C)(C)N2C(=O)C3(N=C(N)NC(Nc4ccccc4)=N3)c3cc(C)cc1c32 (centres undefined),-1,-2.4,-1,108,0,1,0,0.2,/,-1
CC(C)(C)c1ccc(-n2ncc3c2CCCC3NC(=O)CCC2=NNC(=O)CC2)cc1 (centres undefined),-4,/,/,105,/,/,-1,/,/,2
Cc1ccc(C(=O)N2CCN(c3ncccn3)CC2)c(C)c1,0,-4.2,0,95,20,0,-3,-2.0,-12,3
COc1cc2c(=O)n(CCC(=O)NCC3CCCO3)c(=O)n(CC(=O)Nc3ccc(C)c(C)c3)c2cc1OC (centres undefined),5,-1.7,2,101,1,-9,0,-0.9,-5,1
CCC1CC(/C(C)=N/NC(N)=O)OC1=O (centres undefined),0,-0.2,-11,103,-15,0,-1,-1.8,0,1
Cc1cc(Br)cc(C)c1NC(=S)NC(=O)CC(C)C,-3,-2.3,0,100,3,-5,-3,3.7,-4,0
c1ccc(Cc2nnc(N3CCCCC3)c3ccccc23)cc1,0,-0.7,-15,98,18,2,0,-0.9,2,0
CC(C)CNC(=O)CC(c1ccccc1)c1ccccc1,-7,-0.4,-9,110,-14,-1,-4,-1.8,3,1
O=c1[nH]c2ccc(S(=O)(=O)N3CCCCC3)cc2o1,-1,0.1,-2,104,8,1,1,-0.8,-2,-7
NC(=O)c1nsc(C(=O)N(c2ccccc2)C(C(=O)NCc2ccc(F)cc2)c2ccco2)c1N (centres undefined),0,-0.5,-3,/,26,-2,-4,-0.8,-2,-4
Cc1cccc(C2NC(=O)c3c(sc(C)c3C)N2)c1O (centres undefined),4,-0.2,-10,102,-5,-2,0,3.4,0,-2
CC(=O)Cc1nsc(NC(=O)c2ccc(-c3ccc(Cl)c(Cl)c3)o2)n1,4,-0.9,-1,91,-1,-4,-2,-1.7,-1,-1
Cc1cc(C)c(NC(=S)NC(=O)c2ccccc2)cc1C,0,/,/,101,/,/,-24,/,/,0
CCCN(CCC)CCCNc1ccc(C(=O)Nc2cccc(OC)c2)cc1[N+](=O)[O-],8,-0.3,4,104,32,-5,2,-1.7,-1,2
CCc1ccc(N2C(=O)C3C4CCC(C4=C(C)C)C3C2=O)cc1 (centres undefined),0,-0.8,1,92,-3,-2,-4,1.6,4,0
O=C(NC1CCCCC1)C(=O)c1c(-c2ccccc2)[nH]c2ccccc12,/,-2.0,8,104,7,-4,0,-0.2,/,0
Cc1ccc(C(=O)NCCc2c[nH]c3ccccc23)s1,2,-3.5,3,102,5,-2,-4,0.3,-1,-5
CCC1(c2ccccc2)NC(=O)N(CC(=O)Nc2cc(S(=O)(=O)N3CCCCC3)ccc2OC(C)C)C1=O (centres undefined),0,-0.2,-11,109,5,-5,0,-0.5,/,2
O=c1cc(O)nc(SCc2ccc(Cl)cc2)[nH]1,1,0.8,-2,104,3,-5,2,2.5,-2,-5
O=C(CSc1nc2c(cnn2-c2ccccc2)c(=O)[nH]1)c1ccc(Cl)cc1,/,-2.4,1,100,-6,0,1,0.9,0,0
COC(=O)c1ccc(Cn2nc(-c3ccccc3)ccc2=O)cc1,1,-0.2,-9,99,-12,2,-1,0.8,-2,-4

# Following part
SMILES,NSD2 HMT inh,CAL PDZ FP-1,RTF Ca sens inh,Pemphigus Ab inh,Arr AP2 block,Keap1-Nrf2 PPI,DAGLB inhibitor,LANA DNA inh,CAL PDZ FP-2,V-ATPase pHluor
O=C(OC1CCOC1=O)c1ccc2ccccc2n1 (centres undefined),-2,0.3,8,107,-2,-1,0,-0.2,-2,-2
CCCCNCc1cc(Cl)c(OCCC)c(OCC)c1,4,-2.4,-1,98,4,-5,3,0.3,-9,-4
C/C(=N\NC(=O)CCC(=O)O)c1c(-c2ccccc2)c2cc(Br)ccc2[nH]c1=O,-1,-3.5,-10,91,-1,2,3,-1.9,-7,-1
C[C@@H](C(=O)NCc1ccc(S(C)(=O)=O)cc1)[C@@H]1C[C@@]1(C)[C@@H](NC(=O)OCc1ccccc1)c1ccccc1,/,-0.2,0,85,-1,-5,-1,1.7,0,-2
